# BoNT-F LC inh: blocks Botulinum neurotoxin F light chain protease. Multiplex microsphere protease cleavage assay, flow cytometry. inhibition, % at 10 µM. hit rate 0.22% among 360,000; in the data active means inhibition above about 35%, passing the limit was not always enough; inconclusive means no clear call, values can overlap the other calls; further: plate controls were buffer without enzyme for full effect and enzyme alone for no effect
# Rv3671c protease: Rv3671c (M. tuberculosis) protease inhibition | P9WHR9 | inhibition, % at 5.96 µM | hit rate 0.048% among 320,000; in the data active means inhibition above about 38%;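 further: extracellular domain of Rv3671c used as enzyme; 0% = enzyme with DMSO and 100% = no enzyme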
# Target sequence (P9WHR9 whole entry, looked up, the tested form may be a part): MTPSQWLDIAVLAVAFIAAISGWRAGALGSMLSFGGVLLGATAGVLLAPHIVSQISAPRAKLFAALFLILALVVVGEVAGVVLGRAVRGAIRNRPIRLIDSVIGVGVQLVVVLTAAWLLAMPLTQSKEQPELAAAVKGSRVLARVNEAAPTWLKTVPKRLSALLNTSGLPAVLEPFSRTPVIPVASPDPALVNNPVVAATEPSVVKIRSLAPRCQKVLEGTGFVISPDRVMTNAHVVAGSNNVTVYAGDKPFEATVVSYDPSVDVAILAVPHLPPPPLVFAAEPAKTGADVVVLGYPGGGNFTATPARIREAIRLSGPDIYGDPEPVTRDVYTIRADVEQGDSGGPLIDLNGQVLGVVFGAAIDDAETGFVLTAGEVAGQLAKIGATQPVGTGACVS
# Mtb FBA inh: Mtb fructose-bisphosphate aldolase inhibition. P9WQA3. purified M. tuberculosis FBA, fluorescence read-out. inhibition, % at 1 µM. hit rate 2.3% among 360,000. AID 588726; in the data active means inhibition above about 27%;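 further: 0% = vehicle and 100% = reference inhibitor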
# Mtb BioA inh: blocks M. tuberculosis BioA enzyme activity. purified M. tuberculosis BioA enzyme, plate reader. inhibition, % at 9.99 µM. hit rate 0.096% among 360,000; in the data active means inhibition above about 40%; inconclusive means no clear call, values can overlap the other calls
# Mtb UGM inh: inhibitors of M. tuberculosis UDP-galactopyranose mutase | purified UGM, fluorescence polarization probe displacement | inhibition, % at 10 µM | hit rate 0.06% among 320,000 | P9WIQ1; in the data active means inhibition above about 10%, passing the limit was not always enough; inconclusive means no clear call, values can overlap the other calls
# Target sequence (P9WIQ1 whole entry, looked up): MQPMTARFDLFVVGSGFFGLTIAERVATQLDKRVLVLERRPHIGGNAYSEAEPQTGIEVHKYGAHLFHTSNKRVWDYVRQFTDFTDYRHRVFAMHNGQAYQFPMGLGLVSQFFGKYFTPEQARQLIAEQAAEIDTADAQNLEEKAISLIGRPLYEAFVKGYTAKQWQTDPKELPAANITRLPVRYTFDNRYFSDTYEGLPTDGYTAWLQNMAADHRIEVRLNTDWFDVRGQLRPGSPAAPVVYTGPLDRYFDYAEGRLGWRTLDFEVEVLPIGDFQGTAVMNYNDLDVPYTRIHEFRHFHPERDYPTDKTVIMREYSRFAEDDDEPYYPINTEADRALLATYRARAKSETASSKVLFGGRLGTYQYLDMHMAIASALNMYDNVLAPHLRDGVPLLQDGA
# GDH-TPI inh: counter-screen for M. tuberculosis FBA inhibitors: GDH-TPI coupled enzymes. GDH-TPI coupled enzyme counterscreen, NADH absorbance. inhibition, % at 4.8 µM. hit rate 1.2% among 360,000. AID 588335; in the data active means inhibition above about 30%;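 further: 0% = DMSO wells and 100% = wells lacking the enzyme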
# FadD28 FP inh: M. tuberculosis FadD28 bisubstrate binding inhibition; FadD28 bisubstrate probe binding, fluorescence polarization; inhibition, % at 12.5 µM; hit rate 0.22% among 360,000; AID 588549; in the data active means inhibition above about 8.5%, passing the limit was not always enough; inconclusive means no clear call, values can overlap the other calls
# MazF activator: increases E. coli MazEF RNase cleavage of RNA; FAM/BHQ RNA-DNA oligo cleavage fluorescence, 5 h; activation, % at 20 µM; hit rate 0.32% among 350,000; in the data active means activation above about 50%
# Target sequence (P0AE70 whole entry, looked up): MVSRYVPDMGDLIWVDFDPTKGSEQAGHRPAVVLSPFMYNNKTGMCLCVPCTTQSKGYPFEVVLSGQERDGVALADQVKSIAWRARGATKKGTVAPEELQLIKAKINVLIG
# PrPC surface inh: inhibitors of human cell surface prion protein PrPC; hit rate 0.43% among 370,000; inhibition, % at 13.8 µM; AID 720596; P04156; TR-FRET read-out; in the data active means inhibition above about 24%; further: 0% = median of the test wells and 100% = reference compound wells
# An asterisk follows results filed as active; ? = inconclusive; / = not tested or not shown; & = joins results of further samples.
# Below each compound – BoNT-F LC inh	Rv3671c protease	Mtb FBA inh	Mtb BioA inh	Mtb UGM inh	GDH-TPI inh	FadD28 FP inh	MazF activator	PrPC surface inh
COc1ccc(CCNC(=O)CN(Cc2ccc(Cl)cc2)S(C)(=O)=O)cc1
→ ?	/	-5.7	0.0	0.2	9.6	-4.8	4.6	-7.2
O=C(Nc1nsc(-c2ccccc2)n1)c1cccs1
→ -3.7	-4.6	2.0	/	-1.6	-0.7	-5.5	1.6	-15.3
Fc1ccc(OCCCCCN2CCCC2)cc1
→ 0.0	-2.5	-0.2	0.2	-4.3	0.0	-2.3	-9.6	-3.6
COc1ccccc1NCC(=O)Nc1cc(S(=O)(=O)N2CCOCC2)ccc1N1CCOCC1
→ -5.6	13.4	4.7	/	-1.5	-0.3	-1.3	-0.2	6.4
CCCOC(=O)c1ccc(NC(=O)COC(=O)C2CCN(c3ccc(C(F)(F)F)cn3)CC2)cc1
→ 2.2	/	-1.0	0.4	/	10.9	-3.5	-10.3	1.5
COc1ccc(S(=O)(=O)c2nnn(-c3cccc(OC)c3)c2N)cc1
→ -4.8	-4.2	1.9	/	-0.5	-3.8	-4.4	2.4	8.1
NC(=O)Cn1ccc(O)c(Cc2ccc(Cl)cc2Cl)c1=O
→ -7.4	-4.2	-0.3	-1.3	-1.1	5.5	-3.0	1.8	-3.1
COc1ccc(CN2C(=O)C(CC(=O)NCc3ccco3)CC(C(=O)N(C(C)C)C(C)C)=C2C)cc1 (stereo not given)
→ 4.4	/	0.5	0.1	/	10.9	-0.9	2.7	-2.0
Cc1cc(C)c(C#N)c(SCC(=O)Nc2cc(C)on2)n1
→ -16.3	7.6	5.6	-1.9	-2.9	6.9	/	7.6	-6.0
CC(=O)NC12CC3CC(C1)CC(C(=O)N1CCN(c4ncccn4)CC1)(C3)C2
→ -7.0	2.7	-0.8	4.6	-0.4	4.1	-1.1	0.6	-1.3
Cc1cccc(N2CCN(c3nc4ccccc4n4cnnc34)CC2)c1C
→ 0.9	-8.0	2.1	-1.0	-2.3	13.2	-1.7	-17.7	6.1
COc1ccc(Cl)cc1C(=O)OCC(=O)NCc1cccs1
→ -8.3	-1.8	4.6	-4.5	-0.7	9.6	-2.0	0.4	-6.5
Cc1nn(-c2ccccc2)c(C)c1C(=O)OCc1ccc(C#N)cc1
→ ?	1.2	0.8	0.5	2.1	-0.6	-2.2	-14.7	0.2
CCOC(=O)c1cc2sccc2n1CC(=O)N1c2ccccc2CC1C (stereo not given)
→ -4.5	-2.8	-1.0	/	-0.7	4.5	0.3	0.0	-4.1
COc1cc(NC(=S)N2CCCC(CO)C2)c(OC)cc1Cl (stereo not given)
→ -6.4	-0.6	0.6	/	1.0	-2.1	-0.6	3.6	-0.8
COc1cc(CN(C)C)cc(C=O)c1O
→ -18.6	2.4	-2.1	/	0.1	4.4	1.9	-1.2	/
Cc1cc(NC(=O)CN2C(=O)NC3(CCCCC3)C2=O)ccc1N1CCCC1
→ -18.7	/	0.2	/	/	-0.3	-2.2	6.0	-4.8
COc1ccc(S(=O)(=O)Nc2ccccc2)cc1
→ -1.5	1.8	-0.1	/	3.1	-1.5	-2.9	6.1	1.8
COc1ccccc1N1CCN(C(=O)c2ccc3noc(-c4ccccc4)c3c2)CC1
→ -3.1	/	-0.2	-2.5	/	8.2	0.1	0.0	-1.1
COc1ccccc1N1CCN(C(=O)COc2ccc(Cl)cc2Br)CC1
→ -2.3	-1.3	-3.7	0.3	-1.0	-6.4	-3.4	7.3	0.1
Cc1cccc(NS(=O)(=O)c2cccc([N+](=O)[O-])c2)n1
→ 4.7	3.0	-4.1	-1.4	-3.3	-0.9	-2.6	2.5	-8.8
CCOc1ccc(CCNC(=O)COC(=O)Cc2ccc(OC)c(OC)c2)cc1OCC
→ -3.8	4.5	3.8	/	-2.7	-14.2	-5.2	9.6	0.8
Cc1cccc(CCNC(=O)C2CCCN(c3cnccn3)C2)c1 (stereo not given)
→ 6.1	-1.0	4.8	0.1	-1.8	7.8	0.3	-1.8	5.0
CSc1nc(-c2ccccc2)nn1C(=O)c1ccc(Cl)cc1
→ -4.7	-2.9	3.7	-1.0	0.2	3.8	-3.0	3.0	-2.9
COC(=O)c1cc(COC(=O)c2ccc3ccccc3n2)oc1C
→ 20.5	-0.7	-5.9	0.4	0.5	10.6	-0.6	2.3	-1.6
Cc1nn(C(=O)c2ccco2)c(C)c1Sc1ccc([N+](=O)[O-])cc1
→ -18.4	-3.9	-3.7	-0.4	0.6	10.8	-2.5	20.7	-4.9
CCC(CC)C(=O)Nc1nc(-c2ccc3c(c2)CCN3C(=O)C2CC2)c(C)s1
→ 4.3	-0.9	2.9	0.2	-0.9	8.8	-14.2	-4.2	-0.7
COC(=O)c1ccc2c(c1)NC(=O)C(N1CCCC1)S2 (stereo not given)
→ 3.0	2.3	-0.7	0.3	-2.2	-9.6	-3.9	-7.3	3.7
COc1ccc(NS(=O)(=O)c2ccc3[nH]c(=O)[nH]c3c2)cc1OC
→ -3.8	7.8	2.7	-4.0	0.2	8.1	-0.1	6.1	4.5
COC1=C(N2CCOCC2)C(=O)c2ccccc2C1=O
→ -8.6	-96.2	0.7	-1.4	-1.9	-13.8	-3.3	15.4	1.9
CC(=O)N(CCc1ccccc1)c1ccc2c(c1)C1CC2CCN1C(=O)OCc1ccccc1 (stereo not given)
→ -5.2	/	-1.1	-0.3	/	-12.4	-3.6	1.1	16.6
O=C(/C=C/Nc1ccc(F)cc1F)c1ccc(Br)cc1
→ ?	-7.5	4.6	-0.2	3.0	15.9	-2.9	-7.8	4.8
O=C(CC12CC3CC(CC(C3)C1)C2)N/N=C/c1ccncc1
→ -7.4	-3.4	0.4	/	1.7	1.1	-0.8	0.5	-1.9
COc1ccc(N=C2NC(=O)/C(=C/c3ccc(O)c(OC)c3)S2)cc1
→ -11.7	6.3	-9.0	/	-1.3	24.4	11.9*	21.3	1.9
CCOC(=O)Cn1nc(-c2ccccc2)c(-c2ccccc2)nc1=O
→ 14.1	6.4	3.5	1.5	0.1	13.0	0.5	3.1	-28.0
Cc1ccc(S(=O)(=O)N(C)C[C@H]2OCc3cn(nn3)CCCC(=O)N([C@@H](C)CO)C[C@@H]2C)cc1
→ 4.8	/	-0.5	0.6&-0.2	/	2.4	-2.7	5.0	-2.0
O=C(O)Cc1nn(Cc2ccc(Cl)cc2)c(=O)c2ccccc12
→ -5.3	1.3	0.1	0.7	2.2	-1.0	-4.3	5.0	-0.7
CC(C)C[C@@]12C(=O)N(c3cccc(F)c3)C(=O)N1[C@H](c1ccc(Cl)cc1)[C@@H]1C(=O)N(C3CCCCC3)C(=O)[C@@H]12
→ -12.1	-23.3	-1.1	-1.7	2.0	1.8	-0.4	-1.1	2.7
COC(=O)c1cnc(NNS(=O)(=O)c2ccc(C(F)(F)F)cc2)nc1C(F)(F)F
→ ?	1.7	-3.1	/	2.5	-7.2	-3.4	8.5	-3.3
CCCCn1c(SCC(=O)NC2CCCC2)nnc1-c1ccco1
→ -30.3	2.6	2.1	/	1.9	-1.5	/	3.8	-3.6
Cc1ccc(OCc2nnc(SCC(=O)NCc3ccccc3)n2C)cc1
→ -3.1	5.9	3.6	/	-0.7	-0.9	-0.9	2.1	-2.6
Cc1ccccc1C(OCCN(C)C)c1ccccc1 (stereo not given)
→ -9.9&-30.7	5.4&1.4	2.0&1.1	-0.1&0.8&-0.4	-2.1	3.4&0.5	-2.5&0.5	0.6&-1.2	-7.6&-7.0
COC(=O)C1=C(C)N(c2ccc(OC)cc2)C(=O)/C1=C\c1cccs1
→ -3.3	-6.8	-0.6	/	0.2	0.0	-3.8	49.6	0.2
O=C(CSc1nnc(SCc2ccccc2)s1)N/N=C/c1ccc(Cl)cc1Cl
→ 1.3	-3.7	3.6	/	0.5	0.0	-2.7	34.2	1.1
CN(C)C(=O)N1CCC(C(=O)NCC2CCCO2)CC1 (stereo not given)
→ 10.3	-15.9	-2.0	-0.6	-2.1	-5.7	-1.7	3.4	-6.9
Oc1oc(-c2ccccc2)nc1/C=N/c1nccs1
→ 3.2	-8.1	-8.6	/	-0.3	10.7	0.5	-8.2	6.6
COc1cc2nc(SCC(=O)c3ccc(Br)cc3)n3nc(C)nc3c2cc1OC
→ 16.0	2.8	3.0	-1.6	-1.5	-4.4	-4.1	13.2	6.4
CSCCC(NC(=O)c1ccccc1)C(=O)NCC(C)(C)N1CCOCC1 (stereo not given)
→ 1.1	-9.3	7.8	-3.5	-0.9	4.8	0.9	3.6	1.8
Nc1c(N(CCC2=CCCCC2)C(=O)Cc2ccccc2F)c(=O)[nH]c(=O)n1Cc1ccccc1
→ /	-7.5	-1.7	-0.1	-0.7	4.4	-1.1	-3.0	2.6
CC(NC(=O)Cc1ccc(F)cc1)c1ccc(F)cc1 (stereo not given)
→ 2.7	0.1	1.9	-0.7	1.5	3.9	-0.7	1.7	3.3
Cn1nc(Oc2nc(N3CCOCC3)nc(N3CCOCC3)n2)ccc1=O
→ -3.4	-5.0	3.5	-3.8	-1.3	3.6	-1.3	-3.0	-6.6
O=C(Nc1cccnc1Cl)c1ccc2c(Cl)c3c(nc2c1)CCC3
→ -3.8	/	0.2	/	/	7.8	-1.0	20.4	-7.1
CCn1c(=O)c2sccc2n(Cc2cc(C(=O)OC)ccc2OC)c1=O
→ -5.2	-0.4	4.5	6.6	-1.5	-0.5	-0.7	2.4	-2.9
COc1ccc(/C=N/NC(=O)CNc2n[nH]c(=O)[nH]c2=O)cc1OC
→ 12.0	4.1	0.3	-0.9	-4.2	5.2	0.2	1.0	-1.3
Nc1ccccc1SCc1c(Cl)cccc1Cl
→ -12.9	7.5	0.5	/	0.5	3.7	-0.1	-1.5	-4.2
O=C(OCC(=O)N1CCCc2ccccc21)c1ccc(C(F)(F)F)cc1
→ -5.5	4.4	4.5	-0.8	-3.4	17.3	-4.4	-1.8	-0.5
CCCOC(=O)c1ccc(-c2ccc(C=O)o2)cc1
→ -26.9	-14.6	5.5	-0.6	/	36.2*	-1.8	5.2	-0.4
CC(=O)Nc1ccc(S(=O)(=O)NC2CC2)cc1
→ ?	-9.1	-1.2	0.1	-1.7	-1.4	-1.3	-0.5	-1.5
COc1cc(/C=C2\SC(=S)N(CC(=O)O)C2=O)ccc1OC(=O)c1ccco1
→ 2.8	-18.1	-6.4	8.6	-6.2	11.1	-0.6	16.9	-22.2
Cn1c(SCC(=O)NCCc2ccccc2)nnc1C1CCCCC1
→ -11.2	-5.4	0.8	-2.1	0.9	-2.2	-3.0	6.0	-3.5

# Part of the list above, reduced to Rv3671c protease.
mol,Rv3671c protease
CCOc1ccc(CCNC(=O)COC(=O)Cc2ccc(OC)c(OC)c2)cc1OCC,4.5
Cc1cccc(CCNC(=O)C2CCCN(c3cnccn3)C2)c1 (stereo not given),-1.0

# Other structures follow:
# Below each compound – BoNT-F LC inh	Rv3671c protease	Mtb FBA inh	Mtb BioA inh	Mtb UGM inh	GDH-TPI inh	FadD28 FP inh	MazF activator	PrPC surface inh
CC(=O)Nc1cccc(/C(C)=N\NC(=O)c2ccc(Cn3nc([N+](=O)[O-])c(Cl)c3C)o2)c1
→ -7.8	-12.1	-0.3	/	1.4	7.0	-1.9	3.5	-2.8
Cc1cc2oc(C(=O)Nc3ccc(S(=O)(=O)N4CCCC(C)C4)cc3)cc(=O)c2cc1Cl (stereo not given)
→ 3.3	-7.7	-7.8	-1.5	-0.5	-8.5	-5.0	2.2	-3.7
Cc1cc(C)cc(C(=O)NCC(=O)OCC(=O)N(C)C2CCS(=O)(=O)C2)c1 (stereo not given)
→ -7.7	-2.8	-2.0	/	0.4	-2.2	-1.1	5.4	7.0
COC(=O)NCN1C(=O)C2C3C=CC(C3)C2C1=O (stereo not given)
→ 7.7	0.7	1.1	/	-3.5	-3.2	-3.4	5.4	-9.4
CC(C)(CCO)Nc1ncnc2onc(-c3ccc(F)cc3)c12
→ 3.5	3.1	0.3	0.8	-0.8	9.7	1.4	9.4	8.1
CCn1c(SCC(=O)NNC(=O)c2ccc(C)cc2)nnc1-c1ccco1
→ 1.7	-6.2	-5.5	/	1.7	-0.6	-3.1	2.7	1.1
